High-throughput results from PubChem BioAssay.
EPAC2 agonist: qHTS for Agonist of cAMP-regulated guanine nucleotide exchange factor 4 (EPAC2): primary screen; Rap guanine nucleotide exchange factor 4 (Homo sapiens), Q8WZA2; EPAC2 activation, biochemical qHTS; response scale: 100% = 6.5 mM cAMP response; Potency, µM (series often up to 154 µM), for inactives: top-dose activation, most hits filed as activators; 0.079% of 360,000 active; AID 720711, 2013; further: potency means the concentration at half of the fitted maximal effect; nearly all actives have a fitted effect of over 50% in size
Target sequence (Q8WZA2 whole entry, looked up): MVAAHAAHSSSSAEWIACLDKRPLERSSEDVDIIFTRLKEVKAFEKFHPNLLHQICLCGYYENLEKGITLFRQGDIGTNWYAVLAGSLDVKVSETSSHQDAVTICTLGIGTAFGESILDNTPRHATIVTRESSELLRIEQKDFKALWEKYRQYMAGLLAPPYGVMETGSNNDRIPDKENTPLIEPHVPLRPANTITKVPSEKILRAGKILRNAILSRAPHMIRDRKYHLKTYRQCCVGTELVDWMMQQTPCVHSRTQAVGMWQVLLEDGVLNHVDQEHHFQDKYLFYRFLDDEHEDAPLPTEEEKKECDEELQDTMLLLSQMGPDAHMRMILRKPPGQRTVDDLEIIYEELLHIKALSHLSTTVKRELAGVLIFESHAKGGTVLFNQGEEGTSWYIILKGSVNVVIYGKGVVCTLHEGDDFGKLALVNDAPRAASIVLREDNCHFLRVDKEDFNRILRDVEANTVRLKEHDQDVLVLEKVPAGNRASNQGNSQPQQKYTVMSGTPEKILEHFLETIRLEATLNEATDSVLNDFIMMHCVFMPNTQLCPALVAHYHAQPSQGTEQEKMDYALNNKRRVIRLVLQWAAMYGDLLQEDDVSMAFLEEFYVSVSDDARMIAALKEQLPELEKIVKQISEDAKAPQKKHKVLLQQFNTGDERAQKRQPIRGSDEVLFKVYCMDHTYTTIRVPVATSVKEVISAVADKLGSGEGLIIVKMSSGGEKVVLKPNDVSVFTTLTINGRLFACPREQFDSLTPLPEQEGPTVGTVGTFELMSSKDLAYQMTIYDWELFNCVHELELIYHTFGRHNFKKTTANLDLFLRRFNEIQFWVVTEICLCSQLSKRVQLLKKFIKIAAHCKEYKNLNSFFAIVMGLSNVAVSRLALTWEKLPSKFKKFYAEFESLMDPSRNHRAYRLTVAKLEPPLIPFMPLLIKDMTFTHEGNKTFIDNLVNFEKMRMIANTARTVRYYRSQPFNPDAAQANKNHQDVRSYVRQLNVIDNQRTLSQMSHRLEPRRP
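Nucleotide exchange monitored as fluorescence drop when BODIPY-GDP leaves Rap1B. Reaction: 100 nM EPAC2, 250 nM RAP1B-BODIPY-GDP, 50 uM GDP, room temperature, kinetic read over 30 min. Activity expressed relative to 6.5 mM cAMP.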
EPAC1 ag: qHTS for Agonist of cAMP-regulated guanine nucleotide exchange factor 3 (EPAC1): primary screen. Rap guanine nucleotide exchange factor 3 (Homo sapiens), O95398. EPAC1 agonist qHTS, biochemical assay; response scale: 100% = response to 6.5 mM cAMP. Potency, µM (top dose mostly 154 µM), for inactives: at the highest dose activation, actives largely listed as activators. 0.073% of 360,000 active. AID 720707, 2013; further: potency means the concentration at half of the fitted maximal effect; nearly all actives have a fitted effect of over 60% in size
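Multi-concentration qHTS readout: loss of Rap1B-bound BODIPY-GDP fluorescence driven by 100 nM EPAC1 with excess GDP (50 uM), monitored kinetically at room temperature; agonist response expressed relative to 6.5 mM cAMP.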
PI5P4Ka inh: qHTS for Inhibitors of phosphatidylinositol 5-phosphate 4-kinase (PI5P4K); AID 652105, 2013; PI5P4Kalpha enzyme, ADP-Glo luminescence, 60 min; active compounds read low; max response, %; Phosphatidylinositol 5-phosphate 4-kinase type-2 alpha (Homo sapiens), P48426; 1.2% of 330,000 active; active means max response of -50% or lower; inconclusive means between -30% and -50%; inactive means -30% or higher; further: value at the top dose of about 77 µM; on the % scale 0 is the no-effect control and ±100 the full control effect
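Reactions run in 0.038 M HEPES pH 7.4, 0.28 mM EGTA, 0.1% CHAPS and 5% DMSO, with PI5P4Kalpha, substrate, compound and 5 microM ATP final, one hour at room temperature. Readout is ADP-Glo luminescence.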
EPAC1 antag: qHTS for Antagonist of cAMP-regulated guanine nucleotide exchange factor 3 (EPAC1): primary screen. Rap guanine nucleotide exchange factor 3 (Homo sapiens), O95398. EPAC1 GEF assay, Rap1b-BODIPY-GDP exchange fluorescence. Potency, µM (highest dose often 115 µM), without a hit: top-dose activity change, negative = inhibition, hits mostly inhibitors. 0.14% of 360,000 active;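 further: potency means the concentration at half of the fitted maximal effect; plate controls were vehicle for no effect and positive control for full effect; nearly all actives have a fitted effect of over 50% in size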
WRN helicase inh: qHTS for Inhibitors of WRN Helicase; Bifunctional 3'-5' exonuclease/ATP-dependent helicase WRN (Homo sapiens), Q14191; WRN helicase unwinding, fluorescent forked duplex, kinetic; Potency, µM (titrated, usually from 114 µM), inactives show at the top dose activity change, negative = inhibition, most hits filed as inhibitors; 0.46% of 360,000 active; AID 651768, 2012; further: potency means the concentration at half of the fitted maximal effect; on the % scale 0 is the no-effect control and ±100 the full control effect; nearly all actives have a fitted effect of over 55% in size
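Primary qHTS, 1536-well format. 20 nM WRN + compound, 15 min RT; start with 100 nM forked fluorophore/quencher duplex, 2 mM ATP (final); kinetic read ex 525/em 598 nm.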
CCT modulator: High-Throughput Screening for Modulators of Cytosolic Chaperonin Activity | purified chaperonin ATPase assay, HTRF ADP detection, 30 min | activity change, % (no concentration beside the values), hits read low | 0.3% of 360,000 active | AID 651819, 2012; in the data active means activity change below about -30%; further: on the % scale 0 is the no-effect control and ±100 the full control effect
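We incubate TRiC, 40 or 20 nM final, with library compounds at 76 uM and 10 uM ATP for 30 min at 37 °C. ADP formed is detected with Transcreener HTRF reagents after 30 min at room temperature.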
PLK1 PBD inh: qHTS for Inhibitors of PLK1-PDB (polo-like kinase 1 - polo-box domain): Primary Screen. Potency, µM, inactives show max response, negative = inhibition, hits mostly inhibitors. 2.8% of 360,000 active. Serine/threonine-protein kinase PLK1 (Homo sapiens), P53350. Plk1 PBD binding of FITC phosphopeptide, fluorescence polarization; further: potency means the concentration at half of the fitted maximal effect; series mostly up to about 57 µM; on the % scale 0 is the no-effect control and ±100 the full control effect; nearly all actives have a fitted effect of over 65% in size
IL2 activator: qHTS of IL-2 Activators. IL-2 activation reporter assay, cell-based qHTS; stimulated with anti-CD3/CD4/CD28 beads; in transgenic mouse T cells. activation, % (series mostly up to about 46 µM). 0.065% of 360,000 active. AID 652025, 2013; in the data active means activation above about 50%; inconclusive means mostly about 30% to 49%; further: 0% is about no effect
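First, unstimulated transgenic mouse T cells were exposed to compound for 60 min. Next, anti-CD3/anti-CD4-coated beads with anti-CD28 were added. Finally, after 18 h at 37 degrees C, EGFP and DsRed were imaged.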
* = called active by the depositor; ? = inconclusive; . = no result given. Unless noted, the call rests on the fitted dose curve; in most records, active means well fitted curve in the direction sought with a large enough effect; inconclusive means small, poorly fitted or top-dose-only effect, or another doubt; inactive means no such curve, though single readings can be large; an effect the other way counts as inactive or inconclusive. Only part of the results is shown, so the mix of outcomes need not match the whole.

Results follow in this order: EPAC2 agonist, EPAC1 ag, PI5P4Ka inh, EPAC1 antag, WRN helicase inh, CCT modulator, PLK1 PBD inh, IL2 activator
- O=C(Nc1ccccc1C(=O)NC1CCCC1)NC1CCCC1
 : 5.4%, -1.3%, -0.4, -3.2%, 4.3%, -0.1, -0.4%, -1.4
- Cn1cccc1Cc1nnc(SCC(=O)Nc2ccc(F)cc2F)n1-c1ccc(F)cc1
 : -5.2%, -9.4%, -0.9, -4.2%, 2.4%, -0.3, -1.2%, -4.0
- Cc1ccc(O)c(NC(=O)c2ccccc2-c2ccccc2C(=O)O)c1
 : 8.6%, 5.5%, 1.3, 3.8%, ?, 0.2, -10.4%, 1.3
- O=C(c1cnn2c1NC(c1ccc(Br)cc1)CC2C(F)(F)F)N1CCN(C23CC4CC(CC(C4)C2)C3)CC1 (configuration not stated)
 : -1.4%, -1.9%, 10.8, ?, -10.8%, 1.9, -2.2%, 4.6
- CCc1cc(C(=O)N2CCCC(Nc3ccc(F)c(F)c3)C2)n(C)n1 (configuration not stated)
 : 1.5%, -0.6%, -5.0, -7.1%, ?, -1.1, -3.6%, -2.6
- CN(Cc1ccccc1)C(=O)c1csc(COCCO)n1
 : 2.8%, -5.8%, 4.9, 2.9%, 1.8%, -0.6, 1.5%, 0.0
- O=C(CSc1nc2nc3c(cc2c(=O)n1-c1ccccc1)CCCC3)Nc1cccc2ccccc12
 : 6.6%, 2.1%, -14.4, -5.9%, 3.6%, 0.5, 5.2%, -0.3
- O=C(NCc1ccccc1)C1=C[C@H](c2coc3ccccc3c2=O)C[C@H](OCc2ccc(CO)cc2)O1
 : 4.9%, -16.4%, 0.1, -21.9%, -5.4%, 0.6, -10.1%, -0.3
- Cn1ncc2c(NNC(=O)c3ccc(Cl)cc3Cl)ncnc21
 : 2.0%, 4.5%, -9.8, 3.1%, 9.3%, -3.2, -15.2%, 0.3
- Cn1c(CNC(=O)CNS(=O)(=O)c2ccc(Cl)cc2)cc(=O)n(C)c1=O
 : 5.0%, -3.0%, 55.7, 12.6%, -1.1%, -2.5, -15.3%, 0.1
- O=C(O)C(Cc1ccccc1)N=Cc1c(O)c2ccccc2oc1=O (configuration not stated)
 : 2.4%, 3.0%, 7.6, -21.3%, -13.0%, -1.2, 1.5%, 0.1
- Cc1cccc(N(C(=O)Cc2cccs2)C(C(=O)NC2CCCC2)c2ccsc2)c1 (configuration not stated)
 : -3.9%, -1.9%, ., 10.3%, -15.7%, 0.9, -0.6%, 0.4
- Cc1ccc(NS(=O)(=O)c2cc(Br)cnc2N)cc1C
 : -7.0%, -6.4%, 12.5, -16.9%, -4.6%, -4.7, -1.6%, -1.0
- CC(C)CC(NS(=O)(=O)c1ccc2[nH]c(=O)c(=O)[nH]c2c1)C(=O)O (configuration not stated)
 : 9.9%, 12.4%, 2.5, 11.5%, 3.0%, -0.5, -12.0%, -1.3
- COC(=O)c1ccc(CSc2nc3ccccc3c(=O)n2-c2ccccc2)o1
 : 13.1%, 28.6%, 6.7, 0.0%, -2.4%, -0.3, -10.1%, -0.2
- Nc1nc(SCC(=O)c2cccc([N+](=O)[O-])c2)n[nH]1
 : -4.4%, -2.6%, 4.8, ?, -9.2%, -1.2, ?, 0.9
- O=C(NCCN1C(=O)S/C(=C\c2ccc(F)cc2)C1=O)c1cccc(S(=O)(=O)N2CCOCC2)c1
 : 5.0%, 3.7%, 3.2, 5.7%, -23.8%, -1.9, 1.9%, 0.8
- O=C1N[C@@H](Cc2ccccc2)C(=O)N2[C@H]1C[C@]1(Br)c3ccccc3N(S(=O)(=O)c3ccccc3)[C@H]21
 : 4.4%, -8.1%, 4.5, 4.9%, -2.4%, -0.9, -4.6%, 1.4
- O=C(COc1ccccc1)NN1C(=O)CSC1=S
 : 1.0%, 9.4%, -3.3, 11.8%, -4.0%, -3.1, -0.3%, 0.1
- O=C(/C=C/c1ccc2c(c1)OCO2)N1CCN(c2n[nH]c(=O)[nH]c2=O)CC1
 : -5.4%, 3.9%, -4.8, 1.9%, -13.4%, -2.5, -2.5%, -0.4

Record cards, as listed above. Screens in order: EPAC2 agonist	EPAC1 ag	PI5P4Ka inh	EPAC1 antag	WRN helicase inh	CCT modulator	PLK1 PBD inh	IL2 activator
Nc1nc(SCC(=O)c2cccc([N+](=O)[O-])c2)n[nH]1 as listed: -4.4%	-2.6%	4.8	?	-9.2%	-1.2	?	0.9
Cn1c(CNC(=O)CNS(=O)(=O)c2ccc(Cl)cc2)cc(=O)n(C)c1=O as listed: 5.0%	-3.0%	55.7	12.6%	-1.1%	-2.5	-15.3%	0.1
CCc1cc(C(=O)N2CCCC(Nc3ccc(F)c(F)c3)C2)n(C)n1 (configuration not stated) as listed: 1.5%	-0.6%	-5.0	-7.1%	?	-1.1	-3.6%	-2.6
Cn1cccc1Cc1nnc(SCC(=O)Nc2ccc(F)cc2F)n1-c1ccc(F)cc1 as listed: -5.2%	-9.4%	-0.9	-4.2%	2.4%	-0.3	-1.2%	-4.0
COC(=O)c1ccc(CSc2nc3ccccc3c(=O)n2-c2ccccc2)o1 as listed: 13.1%	28.6%	6.7	0.0%	-2.4%	-0.3	-10.1%	-0.2

(cont.)
Results follow in this order: EPAC2 agonist, EPAC1 ag, PI5P4Ka inh, EPAC1 antag, WRN helicase inh, CCT modulator, PLK1 PBD inh, IL2 activator
- CCOc1ccc(CCNC(=O)C2=C(C)C(=O)OC23CCCCC3)cc1OCC
 : -4.5%, -5.9%, -10.2, 12.4%, 1.4%, -2.2, -4.2%, -1.4
- Nc1ncnc2c(C3OC(CO)C(O)C3O)scc12 (configuration not stated)
 : 1.3%, 4.1%, -10.5, 3.5%, 5.1%, -1.1, -5.2%, -0.7
- O=C(c1cccs1)N(Cc1cccc(F)c1)C1CCS(=O)(=O)C1 (configuration not stated)
 : -0.7%, 6.2%, -2.6, -12.4%, -5.9%, -0.6, 3.2%, -0.4
- Cc1ccc(C2(C)NC(=O)N(CC(=O)NNC(=O)c3ccccc3)C2=O)cc1 (configuration not stated)
 : 6.6%, -7.3%, 6.1, 19.2%, 12.1%, -9.0, -4.8%, 0.2
- C/C(=N/N=C(\C)c1ccccc1O)c1ccccc1O
 : 4.3%, 6.2%, -5.3, 20.8%, 15.7%, 2.5, 2.9%, 7.4
- CCCCNC(=O)CS(=O)Cc1nc(-c2cccs2)oc1C (configuration not stated)
 : 0.3%, 1.0%, -13.7, -17.1%, 0.8%, 1.0, ?, -1.3
- O=C(CC1Nc2ccccc2NC1=O)NCCCN1CCCCCC1 (configuration not stated)
 : 4.6%, -8.9%, 1.5, -1.1%, -3.0%, 0.1, -8.1%, -2.5
- CC(=O)Nc1ccc(NC(=O)CSc2nc3ccccc3c(=O)n2CCCN2CCOCC2)cc1
 : 3.0%, -0.6%, 4.1, -2.0%, -10.5%, -0.3, 2.7%, 0.3
- COCCNCC(=O)N1c2ccccc2Sc2ccccc21
 : 2.8%, 1.3%, -4.9, -7.6%, -10.7%, 2.8, ?, -0.4
- CCOC(=O)Cn1c(=O)c2c(nc3n2CCCN3Cc2ccccc2)n(C)c1=O
 : 9.9%, 3.8%, -0.2, -10.3%, 3.4%, -1.6, -2.0%, 0.3
- COc1ccc(Cl)cc1NC(=O)c1cccc(N2C(=O)C3CC=CCC3C2=O)c1 (configuration not stated)
 : 5.8%, 16.0%, -1.8, -26.7%, -23.3%, 0.8, -5.4%, -3.8
- CC(=O)Nc1ccc(C=NNc2ccc([N+](=O)[O-])cc2S(=O)(=O)Nc2ccccc2C(=O)O)cc1
 : 0.1%, -2.0%, -64.5*, ?, -29.7%, 1.3, ?, 0.1
- COP(=O)(c1ccc(N(C)C)cc1)C(O)c1ccccc1 (configuration not stated)
 : 12.2%, 5.2%, -6.8, -0.5%, 3.7%, -3.9, 2.7%, -6.1
- Cc1cc(C)n(CCNC(=O)[C@H]2O[C@@H](n3ccc(=O)[nH]c3=O)[C@H](O)[C@@H]2O)n1
 : 8.3%, 2.6%, 4.2, -12.9%, 8.9%, -2.3, -9.7%, -0.3
- CC12CC(c3ccccc3O1)C(C(=O)N1CCOCC1)C(=O)N2 (configuration not stated)
 : 6.3%, 14.9%, ., -4.6%, -0.9%, -0.4, -9.7%, 2.1
- N#Cc1cccc(NC(=O)COC(=O)CCc2nc3ccccc3c(=O)[nH]2)c1
 : -0.9%, 11.0%, 0.1, 1.6%, ?, -1.2, -16.1%, -0.5
- N#CCSc1nc2[nH]ncc2c(=O)n1-c1ccccc1Br
 : 0.4%, 1.3%, ., 23.8%, -4.4%, -3.2, 0.0%, -1.0
- Cc1ccc(OCC(=O)Oc2cccc(C)c2C)cc1
 : 11.5%, 0.7%, 2.7, ?, 0.2%, -1.1, -12.3%, -0.8
- NC(=O)c1oc2ccccc2c1NC(=O)CN1CCCCC1
 : 13.1%, 5.0%, ., -14.2%, -5.8%, -1.1, -4.8%, -2.6
- CC(OC(=O)c1ccc(C#N)cc1)C(=O)Nc1ccc(Cl)cn1 (configuration not stated)
 : 11.4%, -7.7%, 1.6, -4.8%, -20.1%, -4.5, -10.9%, -0.7
- CCOC(=O)C1=C(C)NC2=C(C(=O)c3ccccc32)C1c1cccc2ccccc12 (configuration not stated)
 : 1.3%, -1.4%, 5.9, -7.3%, -1.2%, -2.8, -6.6%, -1.6
- CC1CCCCN1CCNC(=O)c1ccc2c(c1)N(Cc1cccc(Cl)c1)C(=O)c1ccccc1S2(=O)=O (configuration not stated)
 : -2.4%, 1.4%, -2.0, -1.1%, -0.7%, 0.3, 1.8%, -1.9
- CCc1ccccc1NC(=S)NCCSc1ccc(Cl)cc1
 : 14.1%, 8.1%, 20.0, -18.1%, -9.8%, 1.0, -3.4%, 0.7
- NC(=O)Cc1nc(-c2ccc(Br)cc2)cs1
 : 4.5%, -5.6%, 8.1, 0.9%, 4.3%, -1.2, 1.1%, -0.3
